# Bioassay records as filed in PubChem BioAssay.
# GPR55 LPI antagonism: GPR55 antagonists blocking LPI-driven arrestin recruitment, primary screen, imaging, U2OS, beta-arrestin-GFP, LPI agonist (AID 2013). inhibition, % at 10 µM; hits with a dose series show IC50 in µM. 290,000 compounds, 0.13% hits. U2OS GPR55 beta-arrestin-GFP translocation imaging, LPI antagonism; higher % means a stronger effect. G-protein coupled receptor 55 (Homo sapiens);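 active = spots per cell inhibited over 60%, with over 100 cells counted and total cytoplasm intensity under 500,000; inconclusive = wells with under 100 cells, flagged as likely toxic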;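 also: U2OS cells stably carrying GPR55 and arrestin-GFP stimulated by 5 µM LPI near EC80; imaged beta-arrestin-GFP aggregate spots per cell after agonist stimulation; plate controls were LPI-stimulated DMSO wells for no effect and DMSO wells without LPI for full effect; some results filed as inactive read as strong as hits; confirmed hits need IC50 under 10 µM and bright autofluorescent wells are also inconclusive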
# AID2073: inhibitors of Mint1-CaV2.2 protein interaction, biochemical, HTRF (AID 2073). one-dose inhibition, % at 20 µM; IC50 in µM for titrated hits. Voltage-dependent N-type calcium channel subunit alpha-1B (Homo sapiens). HTRF protein-protein interaction, Mint1-CaV2.2; higher % means a stronger effect. 290,000 compounds, 0.19% hits; in the data active = inhibition mostly above about 51%, no sharp cut-off; inconclusive = no clear call, values can overlap the other calls; inactive = mostly below about 53%; also: some results filed as inactive read as strong as hits
# Siah-1 displacement: Siah-1 peptide-binding antagonists, primary screen, biochemical, fluorescence polarization, rhodamine-plectin, uHTS (AID 1817); E3 ubiquitin-protein ligase SIAH1 (Homo sapiens); Siah-1 / rhodamine-plectin peptide fluorescence polarization; higher % means a stronger effect; one-dose displacement, % at 20 µM; IC50 in µM for titrated hits; 290,000 compounds, 0.02% hits;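 active = displacement of at least 50% at 20 µM, with a fluorescence ratio check between 0.3 and a set limit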;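 also: plate controls were Siah plus tracer with DMSO for no effect and tracer alone without Siah for full effect; strong numbers were not always called active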
# GPR55 beta-arrestin: GPR55 agonists via beta-arrestin recruitment, primary screen, imaging, U2OS cells, beta-arrestin-GFP redistribution (AID 1961); U2OS GPR55 beta-arrestin-GFP redistribution imaging; higher % means a stronger effect; 290,000 compounds, 0.048% hits; one-dose activation, % at 10 µM; EC50 in µM for titrated hits; G-protein coupled receptor 55 (Homo sapiens);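 active = activation above 40% with more than 50 cells counted in the well; inconclusive = wells holding fewer than 50 cells, flagged as toxic or sparse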;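 also: U2OS osteosarcoma cells stably expressing GPR55 and beta-arrestin-GFP; plate controls were DMSO negative control for no effect and LPI positive control for full effect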
# NOD1 NF-kB reporter: NOD1 signaling inhibitors, primary screen, cell-based, luminescence, uHTS (AID 1578); NOD1-driven NF-kB luciferase reporter cells, luminescence; higher % means a stronger effect; inhibition, % at 4 µM; hits with a dose series show EC50 in µM; 290,000 compounds, 1% hits; in the data active = inhibition mostly above about 36%, no sharp cut-off; inactive = mostly below about 34%;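 also: HEK-293T reporter cells stimulated with the NOD1 agonist gamma-tri-DAP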
# GPR35 antagonists: GPR35 antagonists blocking zaprinast-driven arrestin recruitment, primary screen, imaging, U2OS, beta-arrestin-GFP, zaprinast agonist (AID 2058); 290,000 compounds, 0.052% hits; G-protein coupled receptor 35 (Homo sapiens); U2OS GPR35 beta-arrestin-GFP translocation imaging, zaprinast antagonism; higher % means a stronger effect; inhibition, % at 10 µM; hits with a dose series show IC50 in µM;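 active = inhibition of at least 50% with at least 30 cells and total cytoplasm GFP at most 10,000,000; inconclusive = under 30 cells or total GFP of 10,000,000 plus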
# KOR beta-arrestin-1: KOR agonists, beta-arrestin recruitment, primary screen, cell-based, luminescence, uHTS (AID 1777). 280,000 compounds, 0.02% hits. one-dose activation, % at 10 µM; EC50 in µM for titrated hits. KOR beta-arrestin recruitment, luminescence; higher % means a stronger effect; in the data active = activation above about 50%, passing the limit was not always enough; also: a part of the inactive calls stands beside numbers as strong as those of hits
# HIV fusion peptide: inhibitors of HIV fusion peptide binding, primary screen, biochemical, uHTS, fluorescence dequenching (AID 1986); inhibition, % at 20 µM; hits with a dose series show IC50 in µM; 290,000 compounds, 0.3% hits; cell-free peptide binding, fluorescence dequenching, 30 min; higher % means a stronger effect; in the data active = inhibition mostly above about 52%, no sharp cut-off; inactive = mostly below about 76%; also: some results filed as inactive read as strong as hits
# KOR beta-arrestin-2: KOR antagonists, beta-arrestin recruitment, cell-based, luminescence, uHTS (AID 1778) | Kappa-type opioid receptor (Homo sapiens) | inhibition, % at 10 µM, or IC50 in µM where a hit was titrated | 290,000 compounds, 0.091% hits | KOR beta-arrestin recruitment, luminescence, antagonist mode; higher % means a stronger effect; in the data active = inhibition above about 50%; also: strong numbers were not always called active
# * hit, by the source's call; u = inconclusive; x = no result given; [ ] = another dose, or the depositor's remark. These rows are one share of the data. The share of hits here may be higher or lower than overall.
mol,GPR55 LPI antagonism,AID2073,Siah-1 displacement,GPR55 beta-arrestin,NOD1 NF-kB reporter,GPR35 antagonists,KOR beta-arrestin-1,HIV fusion peptide,KOR beta-arrestin-2
N#Cc1c(NC(=O)CSc2nc3ccccc3c(=O)n2Cc2ccco2)sc2c1CCCC2,-2.0%,10.3%,11.8%,-1.0%,-18.1%,12.6%,x,-1.2%,23.4%
COc1ccc(C(=O)N(C)C2CCCCC2)cc1OC1CCN(C(C)C)CC1,8.4%,-0.6%,-2.9%,0.2%,-14.9%,7.3%,-2.7%,0.2%,10.0%
CC#CCN1c2ccccc2[C@]23C[C@@H](C(=O)OC)N(C(=O)OCC)C2=NC(C(=O)OC)=C(C(=O)OC)[C@H]13,-5.3%,4.3%,-4.7%,-0.1%,-1.4%,14.8%,3.7%,-0.9%,x
CC(Oc1ccc2c3c(c(=O)oc2c1)CCCC3)C(=O)NCc1cccnc1 (configuration not stated),-7.0%,10.2%,1.9%,-0.2%,-14.2%,5.6%,0.2%,-0.2%,-15.6%
Cc1cccc2sc(NC(=O)C3=NN(c4ccccc4)C(=O)CC3)nc12,-2.5%,17.5%,1.2%,-0.1%,-5.5%,-17.1%,33.3%,7.4%,-12.5%
O=C(CNC(=O)C1CCCCC1)Nc1cc(Cl)cc(Cl)c1,74.3%,0.8%,4.3%,0.1%,-27.4%,10.0%,-3.3%,-0.3%,-19.4%
COc1ccc(CN2CCNC(=O)C2CC(=O)NCc2cc(C)n(C)n2)c(F)c1 (configuration not stated),-4.7%,-0.9%,-1.1%,-0.1%,-22.8%,-11.3%,-0.5%,0.0%,8.1%
COC(=O)c1cc(S(=O)(=O)N2CCCCC2C)c[nH]1 (configuration not stated),2.7%,4.9%,2.8%,-0.2%,-9.7%,5.9%,0.6%,-0.6%,-58.9%
O=C(NCC(=O)N1CCN(c2ccccc2)CC1)c1ccc(Cl)cc1,13.7%,7.1%,7.0%,0.0%,-1.4%,-4.6%,-3.8%,-1.7%,-3.8%
COc1ccc(C(=O)N2CCN(c3ccccn3)CC2)cc1[N+](=O)[O-],7.9%,-3.8%,7.5%,0.4%,-44.7%,-10.0%,-3.8%,-0.5%,1.4%
CC1Oc2ccccc2N(CC(=O)NCc2ccccc2)C1=O (configuration not stated),-4.3%,0.8%,0.0%,-0.1%,-50.0%,-0.7%,-2.7%,0.8%,9.2%
CC(=O)Nc1ccc(NS(=O)(=O)c2ccc(-c3cnc(C4CC4)o3)cc2)cc1,10.2%,18.0%,2.3%,-0.1%,-3.5%,4.2%,2.4%,-1.5%,-4.6%
Cc1ccccc1N1CCN(C2CCCN(C(=O)c3ccccn3)C2)CC1 (configuration not stated),9.6%,9.2%,-2.2%,-0.1%,-11.5%,-30.2%,8.4%,-1.5%,7.5%
CCOc1ccc(NC(=O)C(CC(=O)O)Cc2ccc(C)cc2)cc1 (configuration not stated),-3.4%,-5.5%,0.8%,-0.1%,-10.2%,-5.7%,1.5%,0.6%,-44.4%[20 µM]
CN1CCN(S(=O)(=O)c2ccc(NC(=O)c3ccc(F)cc3)cc2)CC1,15.8%,7.7%,7.1%,-0.1%,-28.9%,4.5%,0.4%,0.7%,12.7%
CS(=O)(=O)c1ccccc1C(=O)NC1CCCc2ccccc21 (configuration not stated),20.1%,-0.5%,6.1%,-0.3%,-42.9%,-8.1%,-3.2%,1.0%,-15.9%
CCN(CC)S(=O)(=O)c1ccc(NC(=O)COC(=O)CCc2cc(OC)c(OC)c(OC)c2)cc1,-0.4%,-0.3%,-0.1%,0.2%,-23.5%,-1.4%,1.0%,3.1%,22.5%
CCOC(=O)C1C2C=CC3(CN(CCc4ccccc4)C(=O)C13)O2 (configuration not stated),2.3%,-4.9%,4.9%,-0.3%,-14.6%,14.2%,-0.4%,1.5%,-11.2%
O=C(C1CCCN(S(=O)(=O)c2ccccc2[N+](=O)[O-])C1)N1CCCC1 (configuration not stated),-8.2%,0.7%,4.7%,0.1%,-4.5%,5.2%,-3.8%,-2.1%,-9.3%
CCCCN(C)C(=O)c1oc2ccc(S(=O)(=O)N3CCCCCC3)cc2c1C,29.1%,-2.3%,5.1%,-0.1%,x,1.2%,-2.2%,-1.0%,13.8%
COC(=O)C(C)Sc1nnc(SC(C)C(=O)OC)s1 (configuration not stated),7.7%,-12.5%,-3.3%,-0.1%,13.5%,-6.8%,1.6%,-0.7%,-57.9%
O=C(Cc1ccccn1)Nc1ccccc1,1.1%,-8.2%,2.9%,0.3%,14.1%,-17.2%,5.7%,0.5%,15.1%
CCC(C)c1ccc(O)c(N)c1 (configuration not stated),7.0%,0.3%,1.8%,0.2%,7.7%,7.1%,4.6%,0.2%,2.8%
NC(=O)COc1ccc(=O)n(-c2ccccc2)n1,14.1%,-4.9%,-7.0%,-0.1%,-0.3%,4.8%,-10.8%,-1.9%,41.1%
CCOC(=O)N1CCC(NC(=O)CSCc2nc(-c3ccc(OC)c(OC)c3)oc2C)CC1,11.2%,-13.8%,6.0%,0.4%,-7.1%,2.5%,1.0%,0.2%,2.6%

# (next part)
# Order of values: GPR55 LPI antagonism	AID2073	Siah-1 displacement	GPR55 beta-arrestin	NOD1 NF-kB reporter	GPR35 antagonists	KOR beta-arrestin-1	HIV fusion peptide	KOR beta-arrestin-2
> COc1ccccc1OCCNC(=O)c1ccco1
    13.4%	1.0%	1.7%	-0.1%	-20.8%	-5.7%	3.8%	1.5%	-9.3%
> Cn1c(SCc2c(F)cccc2Cl)nc2c(c1=O)SCC2
    -0.6%	-8.8%	-2.0%	-0.1%	-13.2%	-19.4%	-0.9%	-2.0%	-23.6%[20 µM]
> C=CCn1c(C)cc(C(=O)CSc2ccc(NC(C)=O)cc2)c1C
    -1.5%	-11.5%	1.6%	0.1%	x	6.6%	-4.0%	-1.1%	4.6%
> O=C(O)c1cc(Cl)c2ccccc2c1O
    -3.3%	9.8%	-0.2%	0.4%	-28.0%	2.7%	-3.1%	38.7%	-12.5%
> Cc1ccc(/C=C/C(=O)Nc2nnc(SCc3ccc(C#N)cc3)s2)o1
    13.4%	27.7%	19.1%	1.5%	-13.6%	13.5%	-0.8%	23.8%	9.6%
> O=C1Nc2ccc(Br)cc2C12NNc1ccccc1O2 (configuration not stated)
    13.7%	15.5%	-7.1%	-0.7%	-30.0%	26.2%	-5.6%	39.0%	40.1%
> O=C(Nc1ccccc1C(=O)Nc1ccccc1C(=O)NCc1ccco1)c1ccco1
    1.0%	24.7%	5.5%	0.0%	x	4.1%	6.0%	2.9%	-0.6%
> CC(C)(CNC(=O)C1CCCN1C(=O)c1cccs1)N1CCOCC1 (configuration not stated)
    3.0%	9.8%	5.4%	1.7%	-16.3%	-2.2%	0.0%	-1.1%	-7.8%
> CCOC(=O)c1nnn(-c2nonc2N)c1C
    -7.4%	1.1%	-5.4%	-0.1%	20.4%	6.4%	x	-2.1%	1.4%
> O=C(COc1cccc(-n2cnnn2)c1)NCCC1=CCCCC1
    8.2%	-3.0%	3.5%	0.7%	-13.3%	-2.5%	x	1.6%	-20.8%

# Two entries from above, as labelled records:
Cn1c(SCc2c(F)cccc2Cl)nc2c(c1=O)SCC2
  GPR55 LPI antagonism = -0.6% | AID2073 = -8.8% | Siah-1 displacement = -2.0% | GPR55 beta-arrestin = -0.1% | NOD1 NF-kB reporter = -13.2% | GPR35 antagonists = -19.4% | KOR beta-arrestin-1 = -0.9% | HIV fusion peptide = -2.0% | KOR beta-arrestin-2 = -23.6%[20 µM]

CCOC(=O)c1nnn(-c2nonc2N)c1C
  GPR55 LPI antagonism = -7.4% | AID2073 = 1.1% | Siah-1 displacement = -5.4% | GPR55 beta-arrestin = -0.1% | NOD1 NF-kB reporter = 20.4% | GPR35 antagonists = 6.4% | KOR beta-arrestin-1 = x | HIV fusion peptide = -2.1% | KOR beta-arrestin-2 = 1.4%

# Continuation.
# Order of values: GPR55 LPI antagonism	AID2073	Siah-1 displacement	GPR55 beta-arrestin	NOD1 NF-kB reporter	GPR35 antagonists	KOR beta-arrestin-1	HIV fusion peptide	KOR beta-arrestin-2
> COc1ccccc1N1CCN(C(=O)c2ccc(Br)s2)CC1
    7.1%	10.8%	1.7%	0.1%	-21.2%	24.8%	1.4%	52.1%	-16.6%
> CCOC(=O)Cc1c(C)nc2c(-c3ccc(Cl)cc3)c(C)nn2c1C
    -7.4%	3.3%	2.3%	-0.1%	-19.0%	10.2%	x	-1.0%	-6.5%[20 µM]
> CCOC(=O)C1=C(C)Nc2nc3ccccc3n2C1c1ccncc1 (configuration not stated)
    0.2%	10.4%	-2.7%	-0.1%	13.1%	-1.7%	1.7%	1.9%	6.1%
> COc1cc2[nH]c(C(=O)N3CCc4ccccc4C3)cc2c(OC)c1OC
    -3.6%	u	-7.8%	-0.1%	1.6%	-3.7%	0.7%	1.7%	-40.3%
> COc1ccc(CN=Cc2c(C(F)(F)F)[nH][nH]c2=O)cc1
    -8.5%	-0.7%	-6.4%	-0.1%	24.8%	-4.7%	x	-2.6%	37.3%
> CC(=O)N1CCCc2cc(S(=O)(=O)N(C)CCC#N)ccc21
    20.5%	-1.1%	7.4%	-0.2%	-24.5%	6.0%	3.6%	1.4%	-15.9%
> Cc1cnc(C(=O)NC(Cc2ccccc2)c2ccccc2)cn1 (configuration not stated)
    -1.6%	9.8%	2.7%	-0.2%	-27.6%	-16.0%	-0.7%	0.3%	1.4%
> COc1ccc(/C=C2\SC(=O)N(CC(=O)NN3CCN(C)CC3)C2=O)cc1OC
    8.5%	2.7%	7.3%	0.8%	-0.1%	2.5%	-1.2%	1.1%	5.1%
> Cc1ccc(-c2nc3ncccn3c2Nc2ccc3c(c2)OCCO3)o1
    6.3%	-39.4%	-2.7%	-0.1%	-32.0%	-1.2%	1.3%	-3.0%	-11.4%

# A few values from the list:
# Value for CCCCN(C)C(=O)c1oc2ccc(S(=O)(=O)N3CCCCCC3)cc2c1C under KOR beta-arrestin-2: 13.8%
# Value for CC1Oc2ccccc2N(CC(=O)NCc2ccccc2)C1=O (configuration not stated) under GPR55 beta-arrestin: -0.1%
# Value for Cn1c(SCc2c(F)cccc2Cl)nc2c(c1=O)SCC2 under GPR55 beta-arrestin: -0.1%
